GIRK2 activator: Activates human GIRK2-containing potassium channels; P48051; 34,000 tested, under 10 active; AID 1259324; activation (% efficacy), % for hits at 37.5 µM; HEK293 GIRK2/NPY4 cells, thallium flux fluorescence;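 active means primary screen hit, no activity in plain HEK293 cells, and in GIRK2-only cells above 5% efficacy rising with concentration; inactive means the rest, including fluorescent compounds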;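 further: efficacy is normalized control-subtracted fluorescence 15 s after thallium addition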
Target sequence (P48051 whole entry, looked up): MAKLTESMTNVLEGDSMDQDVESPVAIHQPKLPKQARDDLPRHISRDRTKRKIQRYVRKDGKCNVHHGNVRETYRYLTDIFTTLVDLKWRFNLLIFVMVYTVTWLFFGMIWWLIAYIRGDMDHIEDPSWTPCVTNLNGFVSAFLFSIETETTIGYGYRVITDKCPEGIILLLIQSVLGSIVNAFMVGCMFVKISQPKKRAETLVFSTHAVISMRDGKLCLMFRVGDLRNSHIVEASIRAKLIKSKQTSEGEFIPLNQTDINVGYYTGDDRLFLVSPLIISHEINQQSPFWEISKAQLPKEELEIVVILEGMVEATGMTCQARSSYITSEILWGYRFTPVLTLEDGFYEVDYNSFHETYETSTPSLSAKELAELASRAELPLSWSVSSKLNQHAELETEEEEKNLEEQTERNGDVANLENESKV
Calls only; i = inactive. An excerpt. The share of hits here may be higher or lower than overall.

SMILES | GIRK2 activator
CCN(CC)C(=O)Cn1c(Cc2ccc(OC)cc2)nc2ccccc21 | i
O=C(NCCCc1ccccc1)N1CCN(Cc2nc(-c3ccccc3)cs2)CC1 | i
O=C(NCC1(c2cccs2)CCOCC1)Oc1ccccc1 | i
Cc1c(C)n2c3c(=O)n(CCN4CCCCC4)c(=O)n(C)c3nc2n1C(C)C | i
O=C(NCc1ccsc1)c1cc(Br)ccc1Cl | i
O=C(NCC1c2ccccc2CCN1C(=O)CN1CCOCC1)C1CCCCC1 (stereo not drawn) | i
COc1ccc(S(=O)(=O)/C(C#N)=C/N2CCN(Cc3ccccc3)CC2)cc1 | i
COc1ccc(-c2cc(CC(=O)NCc3ccccc3)no2)cc1OC | i
Cn1c(=O)c2cc(NC(=O)c3ccc(F)cc3)c(=O)oc2n(C)c1=O | i
CCOC(=O)c1ccc(NC(=O)Cn2ncc3c(c2=O)N(C)C(=O)CS3)cc1 | i

Overlap with the part before: two entries, then new ones.
SMILES | GIRK2 activator
Cn1c(=O)c2cc(NC(=O)c3ccc(F)cc3)c(=O)oc2n(C)c1=O | i
CCOC(=O)c1ccc(NC(=O)Cn2ncc3c(c2=O)N(C)C(=O)CS3)cc1 | i
CC(C)c1ccc(-n2nnnc2SCC(=O)Nc2nccs2)cc1 | i
CCc1ccc(Oc2cc(N3CCC(C(=O)NCCc4ccccc4)CC3)ncn2)cc1 | i
CCN(c1cccc(C)c1)c1cc(C)nc(-n2cc([N+](=O)[O-])cn2)n1 | i
COc1cc(C)c(C)cc1S(=O)(=O)NCC1CCN(C(=O)/C=C/c2ccco2)CC1 | i
O=C(Nc1c2c(nn1C1CCS(=O)(=O)C1)CSC2)c1ccccc1 (stereo not drawn) | i
CC(=O)NC1C(O)C(O)C(CO)OC1n1nc(-c2ccccc2Cl)n(-c2ccccc2)c1=S (stereo not drawn) | i
O=C(Cn1c(=O)oc2ccccc21)N1CCC(c2nnc(-c3ccco3)s2)CC1 | i
O=C(NCCN1CCOC(c2ccccc2)C1)C(=O)Nc1ccc(F)c(F)c1 (stereo not drawn) | i
O=C(NCC1CCN(S(=O)(=O)C2CC2)CC1)Nc1ccccc1 | i
Cc1ccc([N+](=O)[O-])cc1S(=O)(=O)Nc1cccc(-c2ccc(=O)n(C)n2)c1 | i
CN(C)c1cccc(C(=O)N2CCN(Cc3nc(-c4ccccc4)cs3)CC2)c1 | i
Cc1ccc(Cn2c(CO)cnc2SCC(=O)N2CCCCCC2)cc1 | i
O=S(=O)(/C=C/c1ccccc1)N1CCN(CCn2cccn2)CC1 | i
COCCNC(=O)Cn1nc2c(c1NC(=O)Cc1cccs1)CSC2 | i
Cc1noc(CNC(=O)c2c(-c3ccccc3Cl)noc2C)n1 | i
CS(=O)(=O)c1ccc2nc(NC(=O)C3(c4cc(-c5cccs5)on4)CC3)sc2c1 | i
Cc1ccc(NS(=O)(=O)c2ccc3c(c2)OCCO3)cc1N1CCCCC1=O | i
O=C(CS(=O)(=O)Cc1ccccc1)Nc1nc2c(s1)CCc1ccccc1-2 | i
COc1ccc(CCC(=O)NCC(c2cccs2)N2CCOCC2)cc1 (stereo not drawn) | i
CC(C)(C)C(=O)NCCOc1ccc2nnc(-c3ccccc3Cl)n2n1 | i

In the list so far, 5 have two or more sulfur atoms:
SMILES | GIRK2 activator
CC(C)c1ccc(-n2nnnc2SCC(=O)Nc2nccs2)cc1 | i
O=C(Nc1c2c(nn1C1CCS(=O)(=O)C1)CSC2)c1ccccc1 (stereo not drawn) | i
COCCNC(=O)Cn1nc2c(c1NC(=O)Cc1cccs1)CSC2 | i
CS(=O)(=O)c1ccc2nc(NC(=O)C3(c4cc(-c5cccs5)on4)CC3)sc2c1 | i
O=C(CS(=O)(=O)Cc1ccccc1)Nc1nc2c(s1)CCc1ccccc1-2 | i

(cont.)
SMILES | GIRK2 activator
O=S(=O)(N1CCCCC1)N1CCN(c2ccccn2)CC1 | i
Cc1cc(C)nc(SCCS(=O)c2ccc(C(C)(C)C)cc2)n1 (stereo not drawn) | i
COc1ccc(-n2nc3c(c2NC(=O)C(=O)N2CCCC2)CS(=O)(=O)C3)cc1 | i
Cc1cc(-c2nnc(NC(=O)C3CCN(S(=O)(=O)c4cccs4)CC3)o2)n(C)n1 | i
Cc1noc(C)c1S(=O)(=O)N1CCN(C(=O)c2cnn3ccccc23)CC1 | i
C=CCNC(=O)C(=O)Nc1c(C(N)=O)oc2ccccc12 | i
COc1cccc(N2CC(C(=O)N3CCN(CCn4nc(C)cc4C)CC3)CC2=O)c1 (stereo not drawn) | i
O=C(Nc1cc(-c2ccccc2)nn1CCO)c1cccc(Cl)c1 | i
CC(C)N(Cc1ccccc1)C(=O)c1nc(-c2cnccn2)no1 | i
O=C(NCCCl)NCc1n[nH]c(=O)c2ccccc12 | i

An excerpt from above in order of number of heavy atoms, smallest number first.
SMILES | GIRK2 activator
O=C(NCCCl)NCc1n[nH]c(=O)c2ccccc12 | i
CC(C)N(Cc1ccccc1)C(=O)c1nc(-c2cnccn2)no1 | i
Cc1noc(C)c1S(=O)(=O)N1CCN(C(=O)c2cnn3ccccc23)CC1 | i

Next section.
SMILES | GIRK2 activator
CC(=O)Nc1ccc(NS(=O)(=O)CCOc2ccc(F)cc2)cc1 | i
CS(=O)(=O)N1CCN(Cc2nnnn2-c2ccccc2)CC1 | i
Cn1c(SCC(=O)NCc2ccccc2Cl)nc2c(-c3ccccc3)c[nH]c2c1=O | i
COc1ccc(CC(=O)N2CCN(c3nccn3-c3cccc(Cl)c3)CC2)cc1OC | i
COCC(=O)Nc1ccc2c(c1)N(C(=O)C1CCCO1)CC2 (stereo not drawn) | i
CN(Cc1ccccc1)c1nc2ncn(C)c2c(=O)[nH]1 | i
CCCCOC(=O)c1ccc(NC(=O)Cc2cc(-c3ccc4c(c3)OCO4)on2)cc1 | i
CCOC(=O)CN1CCC(Cn2ccnc2C)CC1 | i
O=c1c2nc(N3CCCCC3)sc2c(-c2ccco2)nn1Cc1ccc(C(F)(F)F)cc1 | i
Cc1c(Cl)cccc1S(=O)(=O)NCC(O)(c1cccs1)C1CC1 (stereo not drawn) | i
CCOc1ccc(S(=O)(=O)NCC(O)Cc2ccccc2)cc1 (stereo not drawn) | i
CCC(C)c1nc(Cn2cnc3cc(C)c(C)cc32)no1 (stereo not drawn) | i
Cc1cc(C(=O)N(CC2CCCO2)c2nc3c(C(C)C)cccc3s2)on1 (stereo not drawn) | i
Cc1ccc(CSc2nc(CC(=O)NCCC3=CCCCC3)cs2)cc1 | i
CCOC(=O)N1CCN(/C=C(\C#N)S(=O)(=O)c2ccc(C)c(C)c2)CC1 | i
CCOc1ccc(-c2ccc(N3CCN(C(=O)C4CCCC4)CC3)nn2)cc1 | i
O=C(CSCc1ccccc1)NCC1CCN(S(=O)(=O)C2CC2)CC1 | i
CCCN1C(=O)NC2(CCN(S(=O)(=O)c3ccc4cccc5c4c3CC5)CC2)C1=O | i
COc1ccc(NC(=O)Cn2c(=O)n(Cc3ccccc3Cl)c(=O)c3nccnc32)c(OC)c1 | i
COc1ccc(-c2ccc(C)c(NC(=O)C(F)(F)F)c2)nn1 | i
O=C(Cc1cccs1)NCCn1cnc(-c2ccccc2)cc1=O | i
CCCN1C(=O)NC2(CCN(S(=O)(=O)c3ccc(OC)cc3)CC2)C1=O | i
COc1ccc(-c2cc(CC(=O)NCCCN(C)C)no2)cc1 | i
CSc1nn(CC(=O)Nc2ccc(C)c(Cl)c2)c(N)c1S(=O)(=O)c1ccc(C)cc1 | i
COCC(C)(O)CNC(=O)c1ccccc1C(F)(F)F (stereo not drawn) | i
CC1C(=O)NCCN1C(=O)CCCS(=O)(=O)c1ccccc1 (stereo not drawn) | i
O=C(NCc1cccs1)N1CCC(c2nnc(-c3ccc(F)cc3)o2)CC1 | i
COc1nn(C)cc1-c1nnc(SCC(=O)NCCc2ccccc2)n1C | i
Cc1nc(C)n(C(C)CC(=O)N2CCN(S(=O)(=O)c3ccccc3)CC2)n1 (stereo not drawn) | i
COCCCNC(=O)C1CCN(c2cc(Sc3cc(C)ccc3C)ncn2)CC1 | i
O=C(Cn1nc(-n2cccn2)ccc1=O)Nc1nc(-c2cccnc2)cs1 | i
Cc1cc(NC(=O)c2c(F)cccc2F)n(-c2nc3c(cnn3-c3cccc(Cl)c3)c(=O)[nH]2)n1 | i
O=C(CCN1C(=O)c2ccccc2S1(=O)=O)Nc1cccc(Br)c1 | i
O=C(Nc1ccc(F)cc1)NC1CS(=O)(=O)CC1Cl (stereo not drawn) | i
COCCCN1COc2ccc3c(=O)c(-c4ccc(OC)c(OC)c4)c(C)oc3c2C1 | i
COc1ccc(-c2csc(NC(=O)c3ccn(C)n3)n2)cc1 | i
COC1CCN(C(=O)c2cnn(-c3ccccc3)n2)CC1 | i
COc1ccc(-c2nnc(NC(=O)c3cc([N+](=O)[O-])ccc3Cl)o2)cc1OC | i
CCOc1ccc(S(=O)(=O)Nc2ccc(CC(N)=O)cc2)cc1C | i
CCCN1C(=O)NC2(CCN(C(=O)/C=C/c3ccccc3)CC2)C1=O | i
Cn1ccc(C(=O)N=c2sc3cc4c(cc3n2C)OCCO4)n1 | i
Cc1cc(C(=O)N2CCOCC2)nn1CC(=O)Nc1ccc(Oc2ccccc2)cc1 | i
COc1cccc(C(=O)Nc2nnc(-c3ccccc3SC)o2)c1OC | i
C=CCNC(=O)c1c(N)n(CCc2ccc(F)cc2)c2nc3ccccc3nc12 | i
COc1cccc(C(=O)Nc2ccc3ncsc3c2)c1OC | i
CN(C)c1nc2c(c(=O)n(C)c(=O)n2C)n1CCCOc1ccccc1 | i
O=C(NCCCn1ncccc1=O)c1cc2ccccc2[nH]1 | i
Cn1nc(-c2cccc(NS(=O)(=O)c3cccc(Cl)c3)c2)ccc1=O | i
COc1ccc2nc(-c3ccc(OC)c(NS(=O)(=O)c4ccccc4F)c3)cn2n1 | i
COc1cccc(CNC(=O)Cn2nc(C(=O)Nc3ccc(C)cc3)ccc2=O)c1 | i
Going on with the list:
SMILES | GIRK2 activator
C#CCn1c(=NC(=O)C2CCCN(S(C)(=O)=O)C2)sc2cc(Cl)ccc21 (stereo not drawn) | i
Cc1nc2nc(C)c(CCC(=O)O)c(=O)n2[nH]1 | i
Cc1nnc(C2CCN(C(=O)c3cnc4ccccc4n3)CC2)s1 | i
O=C(NCc1ccccc1Cl)C(=O)NCC1(O)CCc2ccccc21 (stereo not drawn) | i
O=C(c1cccc(C(F)(F)F)c1)N1CCN(c2ccc(Nc3ccncc3)nn2)CC1 | i
CCOc1ccccc1NC(=O)C1CN(C(C)=O)C1 | i
O=C(Nc1ccc2c(c1)CN(C(=O)c1ccccc1)CC2)C1CC(=O)N(c2ccc(F)cc2)C1 (stereo not drawn) | i
CSc1ccccc1NC(=O)C(=O)N1CCC(Cc2ccccc2)CC1 | i
CCOC(=O)Cc1csc(NC(=S)NC(=O)c2ccc([N+](=O)[O-])cc2)n1 | i
CCC(NS(=O)(=O)c1ccc(C)cc1)C(=O)OC (stereo not drawn) | i

The list goes on; the last 2 above are carried over.
SMILES | GIRK2 activator
CCOC(=O)Cc1csc(NC(=S)NC(=O)c2ccc([N+](=O)[O-])cc2)n1 | i
CCC(NS(=O)(=O)c1ccc(C)cc1)C(=O)OC (stereo not drawn) | i
COc1cccc(CNC(=O)CCCn2nc(-c3ccco3)ccc2=O)c1 | i
COc1ccc(CCS(=O)(=O)N(CCc2ccccc2)Cc2ccccn2)cc1 | i
Cn1ccnc1N1CCN(CC(=O)N2CCOCC2)CC1 | i
Cc1nnc(NC(=O)c2ccc(S(=O)(=O)NCc3ccccn3)o2)s1 | i
O=C(Nc1nnc(CS(=O)(=O)c2ccccc2)o1)c1ccc(Cl)cc1 | i
CCn1nnc2c(=O)n(CC(=O)NCc3ccccc3)cnc21 | i
Cc1csc(SCCCNC(=O)Nc2ncccn2)n1 | i
O=C(c1cccs1)N1CCc2ccc(NS(=O)(=O)c3ccc(F)cc3)cc21 | i
COc1ccc2c(=O)c(Oc3ccc(C(=O)NCCc4c[nH]c5ccccc45)cc3)c(C)oc2c1 | i
CCCN1C(=O)CCc2cc(NC(=O)c3ccc(OC(C)C)cc3)ccc21 | i
CCOc1ccc(Cl)cc1S(=O)(=O)N1CCN(Cc2ccc3c(c2)OCO3)CC1 | i
CCOC(=O)N1CCC(NC(=O)C2CCN(c3cc(Oc4ccccc4)ncn3)CC2)CC1 | i
Cc1ccc(NC(=O)C(=O)NCCC(O)c2ccco2)cc1Cl (stereo not drawn) | i
O=C(Cc1cc(-c2ccccc2)on1)NCc1ccccc1 | i
CCC1CCCCN1S(=O)(=O)c1ccc(C(=O)Nc2ccc3scnc3c2)cc1 (stereo not drawn) | i
Cc1c(C)n2c3c(=O)n(C)c(=O)n(C)c3nc2n1CCCN1CCOCC1 | i
Cn1cccc(C(=O)NCCc2ccsc2)c1=O | i
NS(=O)(=O)c1ccc(NC(=O)c2ccccc2Br)cc1 | i
COCCNC(=O)NCC1CCN(C(=O)Oc2ccccc2)CC1 | i
Cc1c(Cl)cccc1NC(=O)CSc1ccc(NC(=O)C(C)C)nn1 | i
COc1cn(CC(=O)Nc2cccc(C)c2C)c(CSc2ccccc2)cc1=O | i
O=C(NCc1nc2ccccc2[nH]1)c1coc(NC(=O)c2ccco2)n1 | i
O=C(NCCn1nc(-c2cccs2)ccc1=O)Nc1ccc(Cl)c(Cl)c1 | i
CCNc1nn(CC(=O)Nc2ccc(C)c(C)c2)c(N)c1-c1nc(-c2ccccc2C)no1 | i
NC(=O)C1Cc2ccccc2N1C(=O)Cc1ccccc1 (stereo not drawn) | i
COc1ccc(S(=O)(=O)N2CCN(c3ccc(-c4cccnc4)nn3)CC2)cc1OC | i
O=C(Nc1ccc(SCc2ccccc2F)nn1)C1CC1 | i
CCCc1cc(NCC2CCCO2)n2ncc(-c3ccccc3)c2n1 (stereo not drawn) | i
CCNC(=O)C1Cc2ccccc2N1C(=O)NCCc1ccccc1 (stereo not drawn) | i
CC1Cc2c(NC(=O)c3ccc(Br)o3)nn(C)c2NC1=O (stereo not drawn) | i
O=C(Cc1cccs1)Nc1nnc(-c2ccc(Br)s2)o1 | i
COc1ccc(C(=O)N2CCN(c3nccn3-c3ccccc3F)CC2)cc1OC | i

Source: PubChem (Vanderbilt University)
